# Compound activity: PubChem BioAssay, The Scripps Research Institute Molecular Screening Center
# GPR151 ag: activators of human GPR151; PathHunter beta-arrestin GPR151 cells, luminescence; activation, % at 11.2 µM; hit rate 1% among 650,000; Q8TDV0; in the data active means activation above about 4.9%;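 further: 0% = median of compound wells and 100% = cells with positive control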
# TEAD-YAP inh: TEAD-YAP interaction inhibition. HEK-TIYL cells, TEAD-Gal4/YAP UAS-luciferase luminescence. inhibition, % at 9.12 µM. hit rate 1.4% among 640,000; in the data active means inhibition above about 32%;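 further: 0% = median of test compound wells and 100% = reference inhibitor wells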
# FBW7 activator: human FBW7 E3 ligase activation, primary screen; AlphaScreen FBW7–phospho-cyclin E peptide binding, activator screen; AID 1259310; normalized activity (activation), % at 26.1 µM; hit rate 0.13% among 650,000; Q969H0; in the data active means normalized activity above about 1.9%;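 further: purified mutant Fbw7 with reduced substrate affinity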
# Target sequence (Q969H0 whole entry, looked up): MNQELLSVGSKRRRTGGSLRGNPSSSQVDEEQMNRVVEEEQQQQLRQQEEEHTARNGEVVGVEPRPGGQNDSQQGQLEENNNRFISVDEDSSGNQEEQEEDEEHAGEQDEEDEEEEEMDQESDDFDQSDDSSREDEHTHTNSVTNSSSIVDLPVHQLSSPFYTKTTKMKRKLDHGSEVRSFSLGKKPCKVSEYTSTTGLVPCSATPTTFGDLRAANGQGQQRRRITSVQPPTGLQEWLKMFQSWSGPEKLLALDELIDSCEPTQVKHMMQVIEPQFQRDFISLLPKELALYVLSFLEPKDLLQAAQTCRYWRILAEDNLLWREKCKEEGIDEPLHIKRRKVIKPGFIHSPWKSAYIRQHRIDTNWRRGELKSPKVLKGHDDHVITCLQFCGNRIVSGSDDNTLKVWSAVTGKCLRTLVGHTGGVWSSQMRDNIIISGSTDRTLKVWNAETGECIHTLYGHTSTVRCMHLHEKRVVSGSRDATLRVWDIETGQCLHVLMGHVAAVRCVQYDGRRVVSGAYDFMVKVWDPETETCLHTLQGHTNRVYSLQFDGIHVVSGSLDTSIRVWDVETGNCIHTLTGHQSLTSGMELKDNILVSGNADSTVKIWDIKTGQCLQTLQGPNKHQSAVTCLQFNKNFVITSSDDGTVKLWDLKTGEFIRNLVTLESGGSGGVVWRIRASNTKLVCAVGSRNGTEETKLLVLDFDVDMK
# MITF inh: blocks human microphthalmia-associated transcription factor | O75030 | AlphaScreen MITF homodimerization, bead proximity signal | hit rate 0.91% among 650,000 | inhibition, % at 2.6 µM; in the data active means inhibition above about 50%;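 further: 0% = vehicle wells with protein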
# * marks the source's active call; other numbers are inactive results. Rows are unselected (roughly 3.4% active in at least one column).
# The first 7 compounds, to show the layout:
SMILES,GPR151 ag,TEAD-YAP inh,FBW7 activator,MITF inh
Cc1ccc(C)c(NC(=O)CSC2=NN3CCCC(=O)N=C3S2)c1,-0.5,0,0.1,3
CCOc1ccc(N2C(=O)C3C(c4ccccc4)OC4(C(=O)c5ccccc5C4=O)C3C2=O)cc1 (stereo not given),1.5,-3,0.2,8
Cc1cc(C)c2nc(N3CCC(C(=O)NCc4ccccn4)CC3)sc2c1,0.6,1,-0.1,2
CCOC(=O)c1ccccc1NC(=O)CC(C)CC(=O)O (stereo not given),5.9*,-6,0.1,5
COc1ccc(C(C)=O)cc1CSc1nc2ccsc2c(=O)n1Cc1ccccc1,-1.1,0,0.1,15
C=CCc1cccc2cc(C(=O)Nc3ccc4c(c3)OCO4)c(=O)oc12,-0.9,12,0.5,9
Cc1ccc(Cl)cc1NC(=O)CSc1n[nH]c(N)n1,0.8,-5,0.2,15

# Results, from the start:
SMILES,GPR151 ag,TEAD-YAP inh,FBW7 activator,MITF inh
Cc1ccc(C)c(NC(=O)CSC2=NN3CCCC(=O)N=C3S2)c1,-0.5,0,0.1,3
CCOc1ccc(N2C(=O)C3C(c4ccccc4)OC4(C(=O)c5ccccc5C4=O)C3C2=O)cc1 (stereo not given),1.5,-3,0.2,8
Cc1cc(C)c2nc(N3CCC(C(=O)NCc4ccccn4)CC3)sc2c1,0.6,1,-0.1,2
CCOC(=O)c1ccccc1NC(=O)CC(C)CC(=O)O (stereo not given),5.9*,-6,0.1,5
COc1ccc(C(C)=O)cc1CSc1nc2ccsc2c(=O)n1Cc1ccccc1,-1.1,0,0.1,15
C=CCc1cccc2cc(C(=O)Nc3ccc4c(c3)OCO4)c(=O)oc12,-0.9,12,0.5,9
Cc1ccc(Cl)cc1NC(=O)CSc1n[nH]c(N)n1,0.8,-5,0.2,15
O=C(NC1CC(=O)N(c2ccc3c(c2)OCCO3)C1)N1CCCCC1 (stereo not given),-1.8,7,0.1,-1
Cc1nn(-c2ccc(Cl)cc2)c(C)c1-c1cccc([N+](=O)[O-])c1,0.2,-9,-0.2,-2
CCOc1ccccc1C1C(C#N)=C(N)Oc2n[nH]c(C)c21 (stereo not given),0.9,0,0.1,16
COc1ccccc1-n1c(SCc2ccc(Cl)cc2)nc2c(sc(=S)n2Cc2ccccc2)c1=O,-1.0,-6,0.0,14
CC1CCc2c(sc3nc(-c4ccco4)oc(=O)c23)C1 (stereo not given),0.6,8,0.5,10
CS(=O)(=O)c1nn2c(N)c(/C=C3\C=Nc4ccccc43)c(=O)nc2s1,-1.2,1,0.0,12
CC(C)(C)CC(=O)Nc1ccc(S(=O)(=O)N2CCCC2)cc1,0.0,13,-0.1,6
COc1cccc(OCC(=O)Oc2coc(CSc3nccc(C)n3)cc2=O)c1,0.4,0,-0.2,7
CC(C)c1ccccc1OCCCCN1CCOCC1,2.8,-6,-0.1,43
O=S(=O)(c1ccc(S(=O)(=O)N2CCN(C3CCCC3)CC2)cc1)N1CCCC1,-0.5,8,0.1,-6
CNC(=O)C1CCN(c2nn3c(=O)cc(C)nc3s2)CC1,-0.3,-6,-0.1,12
COc1ccc(NC(=O)Cn2c(=O)oc3ccccc32)c(OC)c1,-0.2,5,0.1,-3
COC(=O)c1cccc(NC(=O)/C(=C\c2ccc3c(c2)OCO3)NC(=O)c2ccccc2OC)c1,1.9,3,0.1,0
CCCCOC(=O)c1c(C)c(Cl)c(C)[nH]c1=O,0.4,7,-0.1,-8
Nc1cccc2c1C(=O)N(C(=O)c1ccc(F)cc1)C2=O,-0.9,-7,0.1,-5
C=CCOC(=O)C1C(c2cccc(Br)c2)c2c([nH][nH]c2=O)CC1(C)O (stereo not given),6.0*,-3,0.0,-15
COC(=O)c1ccc(N2C(=O)c3cccc4c([N+](=O)[O-])ccc(c34)C2=O)cc1,0.5,-4,-0.1,-4
CC(=O)Nc1ccc(NC(=O)c2cncc(-c3ccc(C(N)=O)cc3)c2)cc1,-0.9,6,0.1,9

# (list continues)
SMILES,GPR151 ag,TEAD-YAP inh,FBW7 activator,MITF inh
CCS(=O)(=O)N1CCC(Nc2nc3c(c(=O)[nH]2)CCCC3)CC1,1.2,9,0.1,-4
CC(=O)c1ccc(F)c(-c2cc(C)cc3c2OC(CNC(=O)CC2NC(=O)NC2=O)C3)c1 (stereo not given),-0.6,-16,0.0,3
Cc1ccc2nc(-c3ccc(NC(=O)C4CCC(=O)N4C(=O)OCc4ccccc4)cc3)sc2c1 (stereo not given),0.0,6,0.2,5
CCC(Sc1nnc(C)s1)C(=O)Nc1ccc(Cl)cc1 (stereo not given),-2.9,-7,-0.1,-18
Oc1ccc(C(=S)N2CCCCCC2)cc1,0.3,-1,-0.4,-3
O=C1CCC(=O)N1OCCOc1cccc([N+](=O)[O-])c1,1.0,5,0.1,3
Cc1ccc(S(=O)(=O)Cn2nnnc2C(c2ccc(F)cc2)N2CCCCC2)cc1 (stereo not given),0.0,9,0.0,8
CC(C(=O)NCc1cccs1)n1c2ccccc2c2cnn(C)c(=O)c21 (stereo not given),-0.5,2,0.1,10
Cc1ccc(C)c(N(Cc2ccc(F)cc2)S(C)(=O)=O)c1,-0.6,1,0.0,14
COCCNC(=O)/C(C#N)=C/c1cn(CC(=O)NCc2ccco2)c2ccccc12,-0.3,9,-0.3,0
O=C(COc1ccc(Br)cc1Cl)NCc1ccccn1,0.8,-68,-0.2,4
CC(=N/Nc1nnc(C)n1N)/C(C)=N/Nc1nnc(C)n1N,-0.8,2,-0.5,-3
CCN1CCN(c2ncc(C(=O)NCCN3CCOCC3)c3ccccc23)CC1,-1.0,-11,0.0,-3
COc1ccc2cc(C)c(SCC(=O)NC(C)(C)C)nc2c1,2.2,-8,0.0,4
Cc1cc(CN2CCCC(CNC(=O)c3ccc(-c4ccccc4)cc3)C2)n[nH]1 (stereo not given),0.2,-2,0.0,3
COc1ccc(CCNC(=O)CSc2nncn2C)cc1,-0.6,-6,0.6,8
Cc1cc(Cl)ccc1-n1c(-c2cccc([N+](=O)[O-])c2)n[nH]c1=S,1.8,8,0.0,-3
COc1ccc(CCNS(=O)(=O)c2ccc(-c3cc(C)no3)cc2)cc1OC,-2.3,-1,-0.1,-1
CCn1nc(C)c(CNC(=O)CC2C(=O)NCCN2Cc2ccc(OC)c(OC)c2)c1C (stereo not given),0.6,0,0.0,-1
COc1ccccc1N=c1oc2ccccc2cc1C(=O)Nc1ccccc1,-0.9,6,0.1,5
O=C(Cc1cn(-c2ccc(Nc3ccccc3)nn2)c2ccccc12)Nc1ccccc1,0.6,-14,1.1,1
Cc1cccc(C)c1NC(=O)C1(N(CCc2c[nH]c3ccccc23)C(=O)c2ccccc2F)CCCCC1,0.0,8,0.1,18
CCN(CC)C(=O)Cn1c(C)c(C#N)c2ccccc21,-0.4,3,1.9*,18
O=C(CSc1nc2ccccc2[nH]1)OCN1C(=O)c2ccccc2C1=O,-0.6,5,-0.1,3
C=CCN(CC=C)CCOc1ccccc1F,-0.3,13,-0.1,22

# (listing goes on)
SMILES,GPR151 ag,TEAD-YAP inh,FBW7 activator,MITF inh
CC1=CC(C)C(CNCCN2CCNCC2)C(C)C1 (stereo not given),4.9*,-7,0.0,-8
Cc1c(Nc2ccc3nonc3c2[N+](=O)[O-])c(=O)n(-c2ccccc2)n1C,0.3,-10,0.0,16
Cc1cc(C)c2cc(C#N)c(SCC(=O)Nc3nnc(C)s3)nc2c1,0.9,-9,0.7,-2
CCOc1ccc(CNC(=O)C(C)n2ncn3cccc3c2=O)cc1 (stereo not given),-0.6,-6,0.0,2
Cc1nnc(C(F)(F)F)n1/N=C/c1ccc(F)cc1,3.4,9,0.0,6
CC(C(=O)NCCC1=CCCCC1)c1ccc([N+](=O)[O-])cc1 (stereo not given),2.0,7,0.2,7
COc1ccc(CCS(=O)(=O)N(Cc2cccn2C)C2CC2)cc1,-0.6,-8,-0.2,8
COc1ccc(CCNC(=O)C(=O)c2c(C)n(C)c3ccccc23)cc1,-0.7,-5,0.1,-5
CCOC(=O)N1CCN(C(=O)c2sc3ncnc(N4CCN(c5ccccn5)CC4)c3c2C)CC1,0.9,12,-0.1,3
COc1ccc(C2(C(=O)NCCc3ccccc3)CCOCC2)cc1,-0.8,-7,0.1,5
O=C(c1n[nH]c2ccccc12)N1CCN(c2ncccn2)CC1,-0.5,-8,0.0,2
COc1ccc(NC(=O)/C=C/c2c(F)cccc2Cl)cc1,0.3,-58,0.0,2
CCCCCNS(=O)(=O)c1ccc(OC)c(I)c1,0.8,2,0.0,-4
CN1C(=O)C(=O)c2cc(Br)ccc21,-0.4,-4,0.1,11
CCN(CC)CC#CCOC(c1ccccc1)c1ccccc1,-0.4,0,0.1,5
Cc1cc(NC(=O)CCC(=O)N(CC(=O)NC2CCCC2)Cc2cccs2)no1,-0.7,-1,-0.2,0
O=C1Nc2ccc(Br)cc2C1=O,1.2,2,0.1,4
CC1(NC(=S)Nc2n[nH]c(N)n2)CCS(=O)(=O)C1 (stereo not given),-0.2,4,0.2,12
CC(C)(C)OC(=O)N1CCCC1C(=O)NC1CCCCCC1 (stereo not given),0.4,-10,-0.1,-2
O=C(CSc1nc2ccccc2o1)NNC(=O)c1ccco1,-0.9,5,0.0,4
O=C(NC1CCC(O)CC1)c1ccc(NS(=O)(=O)c2ccc(Cl)s2)cc1 (stereo not given),0.9,1,0.0,2
CCc1ccccc1NS(=O)(=O)c1ccc2oc(=O)ccc2c1,13*,8,-0.1,8
C=C(C)CSc1nc2sc3c(c2c(=O)n1-c1ccc(C)cc1)CCCCC3,-0.4,-12,0.3,18
CCN1C(=O)S/C(=C/c2cc([N+](=O)[O-])ccc2O)C1=O,-4.6,-53,-0.2,-2
O=C(Nc1ccc2c(c1)OCO2)NN1CCOCC1,-0.6,-46,0.5,3

# The results go on:
SMILES,GPR151 ag,TEAD-YAP inh,FBW7 activator,MITF inh
N#C/C(=C\c1ccc(-c2ccc(F)cc2F)o1)c1nc2ccccc2[nH]1,1.2,-15,0.1,-11
O=C(O)CCCCCNS(=O)(=O)/C=C/c1ccccc1,0.1,0,0.1,14
CC(C)c1ccc(-c2csc(NC(=O)c3ccco3)n2)cc1,0.8,-56,-0.1,-10
Cc1nc(-c2cccc(NC(=O)c3cc4cc(Br)ccc4oc3=O)c2)cs1,-1.3,-3,-0.1,-9
COCCOC(=O)C1=C(N)OC2=C(C(=O)CC(C)(C)C2)C1c1ccccc1Cl (stereo not given),-0.7,2,-0.1,15
COC(=O)c1ccc(NC(=S)NCCO)cc1,6.3*,-3,0.0,13
O=C(c1ccc2c(c1)N(Cc1ccccc1)C(=O)c1ccccc1S2=O)N1CCCC1 (stereo not given),-0.1,-10,-0.1,46
O=C(Nc1ccc(N2CCOCC2)cc1)c1sc2cc(F)ccc2c1Cl,0.3,2,0.0,-1
CCOC(=O)c1ccccc1NC(=O)c1sc2ncn(CC(=O)Nc3ccc(C(C)C)cc3)c(=O)c2c1C,0.1,3,0.0,2
CN(Cc1ccccc1)Cn1nc2c3ccccc3ncn2c1=O,0.7,-1,0.0,-13
COc1ccc(N(CC(=O)Nc2cccc(Cl)c2C)S(=O)(=O)c2ccc(C)cc2)cc1,-0.5,4,0.0,8
NC(=O)N/N=C1/CCCC/C1=C\c1ccco1,-0.4,0,-0.1,9
CCC(Sc1ccc2nnc(-c3ccccn3)n2n1)C(=O)OC (stereo not given),2.1,-14,7.2*,15
CCOC(=O)C1=CN(Cc2ccc(F)cc2)C=C(C(=O)OCC)C1c1ccc(C)s1,1.7,-10,0.5,-3
COCCCNC(=S)NC(=O)c1cccc([N+](=O)[O-])c1,0.1,0,0.1,-11
CCC1NC(=S)N(Cc2ccccc2)C1=O (stereo not given),0.1,0,0.0,5
CC1=CC(=C2C(=O)NC(=S)NC2=O)C=C(C)O1,-0.4,2,0.3,-14
Cc1nc(NCCNS(=O)(=O)c2ccccc2)c2c3c(sc2n1)CCCC3,0.6,-13,-0.1,10
COc1ccccc1NC(=O)c1cccc([N+](=O)[O-])c1,1.5,-13,0.0,6
Cc1nnc(NC(=O)c2ccc([N+](=O)[O-])s2)s1,-1.2,-2,0.2,6
CCOc1cc(/C=N/N=C2/C(=O)Nc3ccccc32)ccc1O,-1.1,5,-0.1,9
CC(C)CCN1C(=O)c2ccc(C(=O)OCC(=O)Nc3cccnc3Cl)cc2C1=O,1.6,-3,-0.2,-1
Cc1cccc(/C=C2/SC(=S)N(CC(=O)O)C2=O)n1,-3.6,6,-0.1,1
CCN(CC)c1nc(C)nc2sc(C(=O)Nc3ccc(F)c(Cl)c3)c(C)c12,-1.9,-9,-0.1,-3
S=C(NCc1ccccc1)NC1CCN(Cc2ccccc2)CC1,1.6,6,-0.3,-2
Fc1ccc(CSc2nnc(CNc3ccc(F)cc3)o2)cc1,1.2,7,-0.1,-5
Cc1cc(C)c(-c2csc(NC(=O)c3cccc(C(F)(F)F)c3)n2)c(C)c1,-0.9,-7,-0.2,5
CC(C)C[C@H](NCc1c(C(=O)N2C[C@@H](C)O[C@@H](C)C2)nc2sccn12)C(N)=O,-0.3,-8,-0.1,-7

# Of the compounds above, 2 contain a CF3 group.
SMILES,GPR151 ag,TEAD-YAP inh,FBW7 activator,MITF inh
Cc1nnc(C(F)(F)F)n1/N=C/c1ccc(F)cc1,3.4,9,0.0,6
Cc1cc(C)c(-c2csc(NC(=O)c3cccc(C(F)(F)F)c3)n2)c(C)c1,-0.9,-7,-0.2,5
